# Screening results deposited in PubChem by Southern Research Specialized Biocontainment Screening Center.
# PhoP inhibition = inhibitors of PhoP regulon expression, primary screen, Salmonella Typhimurium, GFP reporter (AID 1863) | S. Typhimurium PhoP-regulated promoter GFP reporter, 4 h; higher % means a stronger effect | 300,000 tested, 0.16% active | inhibition, % at 50 µM, or IC50 in µM where a hit was titrated;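 active = inhibition over 29.93%, a cutoff 3 SD above the screen mean, later confirmed by dose response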;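 note: 0% = low Mg2+ inducing control and 100% = high Mg2+ repressing control; strong numbers were not always called active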
# NS5 inhibitors = Dengue-2 NS5 methyltransferase inhibitors, primary screen, biochemical, confirmation dose response (AID 588689); Genome polyprotein (Dengue virus type 2 (strain 16681-PDK53)); Dengue-2 NS5 methyltransferase capping enzyme assay, biochemical; higher % means a stronger effect; inhibition, % at 25 µM, or IC50 in µM where a hit was titrated; 340,000 tested, 0.3% active; in the data active = a potency from the dose series
# SV40 large T antigen = SV40 large T antigen inhibitors, biochemical (AID 1903); 310,000 tested, 0.39% active; one-dose inhibition, % at 20 µM; IC50 in µM for titrated hits; SV40 large T antigen ATPase/helicase inhibition assay; higher % means a stronger effect; in the data active = a potency from the dose series; note: strong numbers were not always called active
# West Nile virus CPE = West Nile virus antiviral activity, cell-based, CPE readout (AID 1621) | West Nile virus-infected cells, CPE inhibition; higher % means a stronger effect | one-dose CPE inhibition, % at 10 µM; IC50 in µM for titrated hits | 290,000 tested, 0.02% active; in the data active = a potency from the dose series; note: strong numbers were not always called active
# Rac1 GTP hydrolysis = MgcRacGAP GTPase-activating activity inhibitors, confirmation, biochemical, ADP Hunter fluorescence; Rac GTPase-activating protein 1 (Homo sapiens); MgcRacGAP-stimulated Rac1 GTP hydrolysis, ADP Hunter fluorescence; higher % means a stronger effect; GST-tagged Rac1 F28L mutant substrate; inhibition, % at 30 µM, or IC50 in µM where a hit was titrated; 340,000 tested, 0.6% active;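 active = first-screen hits whose inhibition reached a set limit at any dose in the follow-up dose series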;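 note: fluorescence reports GDP produced by GAP-driven GTP hydrolysis; strong numbers were not always called active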
# RSV CPE inhibition = RSV antiviral activity via CPE protection, HEp-2 cells, primary 10 µM value included (AID 2391). HEp-2 cells, RSV-induced CPE inhibition; higher % means a stronger effect. CPE inhibition, % at 10 µM, or IC50 in µM where a hit was titrated. 310,000 tested, 0.13% active; in the data active = a potency from the dose series; note: strong numbers were not always called active
# NS5 inhibitors pilot replicate = recorded beside NS5 inhibitors, whose call it bears; inhibition, %; measured here: pilot screen replicate inhibition
# Numbers without * were called inactive; . = not tested or not shown. These rows are one share of the data, so the mix of outcomes need not match the whole.
# The first 5 records (preview)
SMILES,PhoP inhibition,NS5 inhibitors,SV40 large T antigen,West Nile virus CPE,Rac1 GTP hydrolysis,RSV CPE inhibition,others
CN1C(=O)C(c2ccccc2)C(=O)N(C)C1=O,.,.,20%,.,.,.,
COc1ccc2c(c1O)C13CCN(C)C(C2)C1CCC(=O)C3 (centres undefined),.,.,10%,.,.,3.1%,
Cc1ccccc1-n1c(CNc2ccccc2)nc2ccccc2c1=O,.,.,20%,.,.,0.0%,
CC(=O)O[C@@H]1/C=C/[C@](C)(O)C[C@@H](C)C/C=C/[C@H]2[C@H](O)[C@@](C)(O)[C@@H](C)[C@H]3[C@H](Cc4ccccc4)NC(=O)[C@@]312,1%,.,3%,0.4%,.,.,
N#Cc1ncc(N=Cc2ccc(N(CCCl)CCCl)cc2)s1,.,3%,.,.,7%,.,

# This part in full, from the first entry:
SMILES,PhoP inhibition,NS5 inhibitors,SV40 large T antigen,West Nile virus CPE,Rac1 GTP hydrolysis,RSV CPE inhibition,others
CN1C(=O)C(c2ccccc2)C(=O)N(C)C1=O,.,.,20%,.,.,.,
COc1ccc2c(c1O)C13CCN(C)C(C2)C1CCC(=O)C3 (centres undefined),.,.,10%,.,.,3.1%,
Cc1ccccc1-n1c(CNc2ccccc2)nc2ccccc2c1=O,.,.,20%,.,.,0.0%,
CC(=O)O[C@@H]1/C=C/[C@](C)(O)C[C@@H](C)C/C=C/[C@H]2[C@H](O)[C@@](C)(O)[C@@H](C)[C@H]3[C@H](Cc4ccccc4)NC(=O)[C@@]312,1%,.,3%,0.4%,.,.,
N#Cc1ncc(N=Cc2ccc(N(CCCl)CCCl)cc2)s1,.,3%,.,.,7%,.,
CCCCOC(=O)c1ccccc1N,.,-3%,.,.,6%,.,
CC(=O)OC1CC(OC2C(O)CC(OC3C(O)CC(OC4CCC5(C)C(CCC6C5CCC5(C)C(C7=CC(=O)OC7)C(O)CC65O)C4)OC3C)OC2C)OC(C)C1OC1OC(CO)C(O)C(O)C1O (centres undefined),.,-11%,.,.,-4%,.,
O=P(Oc1ccccc1)(N1CCOCC1)N1CCOCC1,.,-6%,.,.,0%,.,
COc1ccc(N2C(=O)C(=O)N(c3ccc(OC)cc3)P2(=O)N(CCCl)CCCl)cc1,.,6%,.,.,1%,.,
COc1ccc(C(CC(=O)c2ccc3c(c2)OCO3)c2c(O)c3ccccc3oc2=O)cc1OC (centres undefined),.,20%,.,.,-3%,.,
CCOC(=O)c1cc2c(cn1)[C@H](CCO)NC2,.,5%,.,.,-3%,.,NS5 inhibitors pilot replicate=-3.0
COC(=O)C1=C(C(=O)OC)C2c3ccccc3C1c1ccccc12,.,-10%,.,.,-3%,.,
CCCCC1(CCO)C(=O)NC(=S)NC1=O,.,6%,.,.,1%,.,
O=C(CF)N(O)c1ccc(C=Cc2ccccc2)cc1,.,0%,.,.,-5%,.,
CC(=O)NC1=C(N2CC2C)C(=O)C(NC(C)=O)=C(N2CC2C)C1=O (centres undefined),.,-6%,.,.,1%,.,
O=C(NC1CCCCC1)N1Cc2ccccc2-n2nncc2C1,.,-4%,.,.,9%,.,NS5 inhibitors pilot replicate=-0.6
Cn1cc(C(=O)OCC(=O)Nc2ccccc2)c2ccccc21,.,2%,.,.,13%,.,
N#Cc1ccc(NC(=S)N2Cc3ccccc3-n3nncc3C2)cc1,.,-2%,.,.,12%,.,
CN1OC[C@@H]2CN[C@H](c3ccc(Br)cc3)C[C@@H]21,.,0%,.,.,14%,.,
O=C1CN=C(c2ccccc2)c2cc(Cl)ccc2N1,.,-7%,.,.,7%,.,
CC1=CC2OC3CC4OC(=O)C=CC=CC(=O)OCCC(C)C(O)C(=O)OCC2(CC1O)C4(C)C31CO1 (centres undefined),.,2%,.,.,9%,.,
Oc1ccc(O)c2c1C1(Cl)C(Cl)=C(Cl)C2(Cl)C1(Cl)Cl,.,1%,.,.,5%,.,
COC1=C[C@@H]2[C@@H]3Cc4ccc(OC)c(O)c4[C@]2(CCN3C)CC1=O,.,-10%,.,.,7%,.,
NP(=O)(Nc1ccccc1)Nc1ccccc1,.,5%,.,.,1%,.,
CC(=O)OC1C=CC2[C@H]3Cc4ccc(O)c5c4[C@@]2(CCN3C)C1O5 (some centres undefined),.,6%,.,.,1%,.,
O=C(Nc1ccccc1)N1Cc2ccccc2-n2nncc2C1,.,-8%,.,.,7%,.,NS5 inhibitors pilot replicate=-5.2
Cc1ccc(-n2c(=S)[nH]c3ccc(C)cc3c2=O)cc1,.,-1%,.,.,0%,.,
CN1CCc2cc3c(cc2C1)OCO3,.,-1%,.,.,3%,.,
Cc1nc2cc(-c3ccc(Cl)cc3)nn2c(C)c1CCC(=O)N1CCC2(CC1)OCCO2,.,-9%,.,.,1%,.,
ClCCN(CCCl)c1ccc(C=NNc2ncccn2)cc1,.,-12%,.,.,2%,.,
CC1C2Cc3ccc(O)cc3[C@]1(C)CCN2CCc1ccccc1 (some centres undefined),.,-8%,.,.,1%,.,
O=[N+]([O-])c1oc2ccc3ccccc3c2c1CCO,.,5%,.,.,12%,.,
CN1C(=O)C(Cc2ccccc2)C(=O)N(C)C1=O,.,-2%,.,.,8%,.,
CCOC(=O)C1(c2ccccc2)CCN(CCC(=O)Nc2cccc(Br)c2)CC1,.,-7%,.,.,2%,.,
COc1ccc2c3c1O[C@H]1C(=O)CC[C@H]4[C@@H](C2)N(C)CC[C@]314,.,-1%,.,.,-10%,.,
Cc1ccc(S(=O)(=O)c2nc(-c3ccccc3Cl)oc2N(C)C2CCN(C)CC2)cc1,.,2%,.,.,2%,.,
CC1([N+](=O)[O-])COP(=O)(Nc2cccc(Cl)c2)OC1 (centres undefined),.,3%,.,.,-7%,.,
CCCC(C)CC1(CCO)C(=O)NC(=S)NC1=O (centres undefined),.,0%,.,.,2%,.,
C[C@]12CC[C@H](O)CC1=CC(=O)C1C2CC[C@]2(C)C(=O)[C@H](O)CC12 (some centres undefined),.,-5%,.,.,5%,.,
Oc1ccc2c3c1OC1c4oc5ccccc5c4C[C@@]4(O)[C@@H](C2)N(CC2CC2)CC[C@]314 (some centres undefined),.,-10%,.,.,4%,.,
N#Cc1cn(C2OC(CO)C(O)C2O)c2ncnc(N)c12 (centres undefined),.,2%,.,.,0%,.,
O=C1NC(=O)C(=Cc2ccco2)C(=O)N1,.,11%,.,.,141µM*,.,
C#C[C@]1(O)CCC2C3C(CC[C@@]21C)[C@@]1(C)CC[C@@H](O)CC1=C[C@H]3O (some centres undefined),.,2%,.,.,-1%,.,
O=C1C2CCN(CC2)C1(CO)CO,.,-4%,.,.,6%,.,
C[C@@H]1CN([C@H](C)CO)C(=O)CCCn2nncc2CO[C@H]1CN(C)C(=O)Oc1ccccc1,.,-1%,.,.,6%,.,
CC1(CCCc2ccc(N(CCCl)CCCl)cc2)NC(=O)NC1=O (centres undefined),.,-8%,.,.,10%,.,
CS(=O)(=O)c1ccc(C2=C(CNC(=O)c3cccs3)[C@H]3CC[C@@H](C2)N3Cc2ccco2)cc1,.,-7%,.,.,11%,.,
Cc1cc(C(=O)OCC(=O)Nc2c(F)cccc2F)c(C)n1C1CC1,.,-9%,.,.,5%,.,
COc1ccc(NC(=O)N2Cc3ccccc3-n3nncc3C2)cc1,.,-7%,.,.,17%,.,
C1CN(P2(N3CC3)=NP(N3CC3)(N3CC3)=NP(N3CC3)(N3CC3)=N2)CCO1 (centres undefined),.,0%,.,.,12%,.,

# The results go on:
SMILES,PhoP inhibition,NS5 inhibitors,SV40 large T antigen,West Nile virus CPE,Rac1 GTP hydrolysis,RSV CPE inhibition,others
CC(C)=CCN1CC[C@@]2(C)c3cc(O)ccc3C[C@@H]1C2C (some centres undefined),.,-6%,.,.,4%,.,
O=C(CCN1CC2CCC(CC2)C1)c1cccs1,.,-6%,.,.,-2%,.,
O=C1CC(=O)N(Cc2ccccc2)C(=O)N1,.,-27%,.,.,9%,.,
CC12CCC3C(CCC4CC(=O)C(C(O)C(F)(F)F)CC43C)C1CCC2O (centres undefined),.,-4%,.,.,4%,.,
CC(C)c1ccc(C(c2c(O)c3ccccc3oc2=O)c2c(O)c3ccccc3oc2=O)cc1,.,8%,.,.,2%,.,
COc1ccccc1C=C1C(=O)NC(=S)NC1=O,.,-22%,.,.,12%,.,
C(#CCN1CCCC1)CN1CCCC1,.,-8%,.,.,3%,.,
Clc1cccc(Cl)c1NC1=NCCS1,.,1%,.,.,-8%,.,
O=C(CCCc1ccc(N(CCCl)CCCl)cc1)NCc1ccccc1,.,-5%,.,.,8%,.,
Cn1cc(C=O)c2nccnc21,.,3%,.,.,-9%,.,
CC1=CC(C)CC(C)OC(=O)CC(c2ccc(O)cc2)NC(=O)C(Cc2c(Br)[nH]c3ccccc23)N(C)C(=O)C(C)NC(=O)C(C)C1 (centres undefined),.,2%,.,.,2%,.,
COc1ccc2c(c1)C13CCN(C)C(C2)C1CCC1(C3)OCCO1 (centres undefined),.,10%,.,.,5%,.,
CC1([N+](=O)[O-])COP(=O)(Nc2ccccc2F)OC1 (centres undefined),.,2%,.,.,-6%,.,
CC(C)(C)C(=O)C(Oc1ccc(Cl)cc1)n1cncn1 (centres undefined),.,-5%,.,.,2%,.,
NC(Cc1ccc(O)cc1)C(=O)NN=Cc1ccc(N(CCCl)CCCl)cc1 (centres undefined),.,10%,.,.,1%,.,
CS(=O)(=O)c1ccc(C2=C(CNC(=O)c3cccnc3)[C@H]3CC[C@@H](C2)N3Cc2ccco2)cc1,.,-1%,.,.,14%,.,
NC(=O)c1cc([N+](=O)[O-])cc([N+](=O)[O-])c1,.,-4%,.,.,2%,.,
CC(C)(C)N1CC(C(=O)c2ccccc2)C1c1ccccc1 (centres undefined),.,-2%,.,.,6%,.,
CC12C=CC(=O)C=C1CCC1C2C(O)CC2(C)C1CCC2(C)O (centres undefined),.,7%,.,.,-3%,.,
Oc1c(Br)cc(-c2ccccc2)cc1Br,.,4%,.,.,85µM*,.,
COc1ccc(OC(=O)N(C)C[C@@H]2OCc3cnnn3CCCC(=O)N([C@@H](C)CO)C[C@@H]2C)cc1,.,-1%,.,.,9%,.,
O=P(Oc1ccccc1)(Oc1ccccc1)N1CCOCC1,.,2%,.,.,-2%,.,
CCCOC(=O)C1C2CCC(O2)C1C(=O)O (centres undefined),.,-3%,.,.,-7%,.,
COc1ccc(NP2(=O)OCC(C)(N)CO2)cc1 (centres undefined),.,1%,.,.,8%,.,
COC12CCC3(CC1C(C)(O)C(C)(C)C)[C@H]1Cc4ccc(O)c5c4[C@@]3(CCN1CC1CC1)C2O5 (some centres undefined),.,0%,.,.,-3%,.,
CC1(C)CCCN1CCC(C(N)=O)(c1ccccc1)c1ccccc1,.,2%,.,.,-6%,.,
CC1[C@H]2Cc3ccc(O)cc3[C@]1(C)CCN2CCc1ccccc1 (some centres undefined),.,-10%,.,.,7%,.,
Cn1c(N)c(C(=O)COC(=O)Cc2ccccc2)c(=O)n(C)c1=O,.,-4%,.,.,-4%,.,
C[C@]12CCC3C(CC[C@H]4C[C@@H](O)CC[C@]34C)C1CC[C@@H]2N (some centres undefined),.,6%,.,.,1%,.,
Nc1cc(C(=O)Nc2ccccc2F)ccc1N1CC2CC(C1)c1cccc(=O)n1C2 (centres undefined),.,4%,.,.,1%,.,

# 5 compounds drawn at random from those above, as already listed:
SMILES,PhoP inhibition,NS5 inhibitors,SV40 large T antigen,West Nile virus CPE,Rac1 GTP hydrolysis,RSV CPE inhibition,others
CCCCC1(CCO)C(=O)NC(=S)NC1=O,.,6%,.,.,1%,.,
CCCCOC(=O)c1ccccc1N,.,-3%,.,.,6%,.,
Nc1cc(C(=O)Nc2ccccc2F)ccc1N1CC2CC(C1)c1cccc(=O)n1C2 (centres undefined),.,4%,.,.,1%,.,
C#C[C@]1(O)CCC2C3C(CC[C@@]21C)[C@@]1(C)CC[C@@H](O)CC1=C[C@H]3O (some centres undefined),.,2%,.,.,-1%,.,
Oc1c(Br)cc(-c2ccccc2)cc1Br,.,4%,.,.,85µM*,.,
